Screening data deposited in PubChem by National Center for Advancing Translational Sciences (NCATS).
CXXC DNA block = blocks binding of human MLL CXXC domain to DNA; Q03164; MLL-CXXC / FITC-HOXA9 DNA fluorescence polarization; Potency, µM (titrated, usually from 115 µM), for the others: at the highest dose activity change, negative = inhibition, actives largely listed as inhibitors; hit rate 0.037% among 290,000; active = well fitted inhibition curve with a large enough effect in the polarisation, with a control signal flat, not every such curve was filed as active; inconclusive = small, poorly fitted or top-dose-only effect, or effect the other way, or a change in a side signal; inactive = no such curve, though single readings can be large or run the other way; the % refers to the polarisation; also: potency is read from the fitted curve at half-maximal effect
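Steps: dispense CXXC domain solution (7 uM) → pin compounds or unlabeled HOX-A9 DNA control → 5 min ambient → add FLSN-HOX-A9 solution (50 nM) → spin → 30 min ambient → fluorescence polarization. Tris pH 7.5/NaCl/DTT/BSA buffer.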
Coupling enz = counter-screen for Giardia aldolase inhibitors: coupling enzyme system; hit rate 0.67% among 290,000; coupling enzyme system counterscreen, AmpLite Red fluorescence; activity change, negative = inhibition, % at 58.2 µM, hits read low; in the data active = activity change below about -30%; also: % is scaled to controls: 0 for no effect and ±100 for the full control effect
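First, compound is pin-transferred into glyceraldehyde-3-phosphate coupling-enzyme reagent at 57.5 uM final and held 10 min at RT. Next, substrate, coupling system and AmpLite Red are added. After 20 min RT, fluorescence (525/598 nm) is read.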
BCR signal inh = blocks chronic active B-cell receptor signaling; ABC-DLBCL IkBa-CBG/CBR reporter, luminescence ratio, 4 h; Potency, µM (series often up to 46.1 µM), for inactives: at the top dose ratio change, negative = lower green/red ratio, usual class: inhibitors; hit rate 0.05% among 340,000; active = well fitted inhibition curve with a large enough effect in the signal ratio, with a control signal flat, not every such curve was filed as active; inconclusive = small, poorly fitted or top-dose-only effect, or effect the other way, or a change in a side signal; the % refers to the signal ratio;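 also: potency is read from the fitted curve at half-maximal effect; plate controls were basal doxycycline-induced cells for no effect and cells given 10 µM MG132 for full effect; MG132 reads +100%, hits lower the ratio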
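TMD8 human ABC-DLBCL cells with doxycycline-inducible IκBα–green luciferase fusion and unfused red luciferase, in 0.5% FBS medium; compounds up to 46 uM, 4 h at 37C. Green/red luminescence ratio, filter-overlap corrected, fitted to concentration-response curves.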
KCNH2 WT inh = KCNH2 (human, wildtype) channel inhibition | Q12809 | U2OS, BacMam KCNH2, thallium flux FluxOr; hits give low values | activity change, % at 1.84 µM | hit rate 0.37% among 340,000 | AID 720551;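 active = maximum activity change below -70%; inconclusive = maximum activity change between -70% and -50%; inactive = maximum activity change above -50%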; also: % is scaled to controls: 0 for no effect and ±100 for the full control effect
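U2OS cells were transduced with wild-type KCNH2 virus (2.03 x 10^8 / mL) for 4 h at room temperature, then cultured overnight at 37 C. Thallium flux was read with FluxOr dye. Rate constants were normalized to DMSO controls.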
Tb PFK inh = blocks T. brucei phosphofructokinase | O15648 | T. brucei PFK, ADP-Glo luminescence | Potency, µM (highest dose often 57.5 µM), for inactives: at the top dose activity, negative = inhibition, most hits filed as inhibitors | hit rate 0.17% among 330,000 | AID 485367;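 also: potency is read from the fitted curve at half-maximal effect; 0% = uninhibited 1x PFK enzyme wells and -100% = no-enzyme wells; nearly all actives have a fitted effect of over 60% in size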
Target sequence (O15648 whole entry, looked up): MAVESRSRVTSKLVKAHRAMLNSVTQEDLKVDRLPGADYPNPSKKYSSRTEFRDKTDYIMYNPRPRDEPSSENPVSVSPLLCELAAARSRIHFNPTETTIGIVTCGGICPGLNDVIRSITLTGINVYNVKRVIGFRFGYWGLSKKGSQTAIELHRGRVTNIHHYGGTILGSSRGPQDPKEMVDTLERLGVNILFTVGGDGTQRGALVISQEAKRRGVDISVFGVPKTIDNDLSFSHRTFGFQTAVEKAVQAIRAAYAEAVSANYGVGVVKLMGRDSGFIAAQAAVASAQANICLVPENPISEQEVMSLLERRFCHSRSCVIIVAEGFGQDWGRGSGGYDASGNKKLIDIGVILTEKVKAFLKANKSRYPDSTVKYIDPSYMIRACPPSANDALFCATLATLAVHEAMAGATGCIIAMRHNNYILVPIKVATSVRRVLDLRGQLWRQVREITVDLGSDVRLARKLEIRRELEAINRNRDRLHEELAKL
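PFK 1.25 nM, F6P 0.5 mM, ATP 0.1 mM, 0.1 M TEA pH 8.0, 5 mM MgCl2, 0.01% Tween20, 0.1% BSA; 45 min RT. ADP-Glo readout. qHTS titration up to 57 uM; curves fitted, compounds curve-classed.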
A-T KAP1 phos = candidate therapy for ataxia-telangiectasia; […] A-T fibroblasts, KAP-1 phosphorylation AlphaLISA; neocarzinostatin DNA damage 30 min before lysis; Potency, µM (doses to about 57.5 µM), for the others: top-dose activation, usual class: activators; hit rate 0.19% among 320,000; also: potency is read from the fitted curve at half-maximal effect; % of control where 0% means no effect; nearly all actives have a fitted effect of over 45% in size
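ATM-like activity read as KAP-1 phosphorylation via AlphaLISA donor/acceptor antibody pairs after lysis and 6 hr at 25C. Cells were ATM-null patient fibroblasts ([…], hTERT), dosed 60 min, then exposed to the DSB inducer NCS for 30 min.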
TSHR antagonist = blocks TSH signaling through the human TSH receptor | TSHR-expressing cells, TSH-stimulated cAMP HTRF, 2 h; hits give low values | activity change, negative = inhibition, % at 11.5 µM | hit rate 0.2% among 330,000;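 active = activity change below a set negative limit, meaning inhibition stronger than a set level, cut at about -70% in these data; inconclusive = activity change between two set negative limits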; also: % is scaled to controls: 0 for no effect and ±100 for the full control effect
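Antagonism was scored as loss of TSH-driven cAMP in TSHR cells, stimulated with 4nM TSH (EC80) for 2 hours at 37 deg C and detected by homogeneous HTRF competition immunoassay.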
TCR act = T cell receptor activation; primary human leukocytes, anti-CD3, IL-2 HTRF, 48 h; Potency, µM (top dose mostly 9.22 µM), inactives show at the highest dose activation of IL-2 secretion, most hits filed as activators; 330,000 tested, under 10 active; AID 504894; also: % of control where 0% means no effect
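Primary human leukocytes incubated 48 hr with anti-CD3 beads plus compound, without co-stimulation. Secreted IL-2 measured by HTRF (europium cryptate/d2 anti-IL-2 pair, 320 nm excitation, 665 nm emission).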
Giardia kill = kills Giardia lamblia | activity change, % at 7.66 µM, hits read low | hit rate 0.15% among 340,000 | Giardia lamblia trophozoite viability; in the data active = activity change below about -80%; inconclusive = between about -30% and that limit;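 also: parasites exposed to compound for two days anaerobically before the ATP read; % is scaled to controls: 0 for no effect and ±100 for the full control effect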
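Killing of trophozoites was scored by loss of ATP luminescence after a 48 hrs anaerobic exposure to compounds at 37 deg C, using 100 cells per well.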
GALK inhibitor = blocks human galactokinase activity; Potency, µM (highest dose often 57.5 µM), without a hit: at the highest dose activity change, negative = inhibition, usual class: inhibitors; hit rate 0.007% among 270,000; P51570; Purified GALK, Kinase-Glo residual ATP luminescence; also: potency is read from the fitted curve at half-maximal effect; % is scaled to controls: 0 for no effect and ±100 for the full control effect
Target sequence (P51570 whole entry, looked up): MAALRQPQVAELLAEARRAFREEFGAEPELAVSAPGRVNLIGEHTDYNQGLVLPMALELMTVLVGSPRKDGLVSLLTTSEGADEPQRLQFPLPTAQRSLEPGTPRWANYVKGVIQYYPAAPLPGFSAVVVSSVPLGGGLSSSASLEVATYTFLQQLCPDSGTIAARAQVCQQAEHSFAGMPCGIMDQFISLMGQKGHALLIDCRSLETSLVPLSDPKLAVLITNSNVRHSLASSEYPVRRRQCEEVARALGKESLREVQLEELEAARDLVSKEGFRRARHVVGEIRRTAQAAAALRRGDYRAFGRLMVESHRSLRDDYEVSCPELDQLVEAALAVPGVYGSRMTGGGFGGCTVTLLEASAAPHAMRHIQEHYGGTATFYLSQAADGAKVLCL
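Galactose (100 uM) and ATP (35 uM) were turned over by 5 nM GALK for 1 h at RT. Kinase-Glo Plus then converted the remaining ATP into a luminescent signal.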
* marks the source's active call; other numbers are inactive results; [ ] = remark or other dose. Unless noted, calls follow the shape of the dose curve; as a rule, active = well fitted curve in the direction sought with a large enough effect; inconclusive = small, poorly fitted or top-dose-only effect, or another doubt; inactive = no such curve, though single readings can be large; an effect the other way counts as inactive or inconclusive.

What do the screens show for `Cc1nc(-c2noc(-c3ccccc3Cl)n2)c(C(F)(F)F)o1`?
CXXC DNA block: 0%; Coupling enz: 1; BCR signal inh: -18%; KCNH2 WT inh: -5; Tb PFK inh: 3%; A-T KAP1 phos: 10%; TSHR antagonist: -5; TCR act: 1%; Giardia kill: -4; GALK inhibitor: -1%

What do the screens show for `CCC(=O)NC(Nc1cc(C)cc(C)n1)(C(F)(F)F)C(F)(F)F`?
CXXC DNA block: 3%; Coupling enz: -2; BCR signal inh: -14%; KCNH2 WT inh: 2; Tb PFK inh: 0%; A-T KAP1 phos: -2%; TSHR antagonist: -1; TCR act: -3%[46.1 µM]; Giardia kill: -18; GALK inhibitor: -2%

Results for O=C(Cn1ccccc1=O)c1cccs1 ?
CXXC DNA block: 11%; Coupling enz: 0; BCR signal inh: 4%; KCNH2 WT inh: 1; Tb PFK inh: -3%; A-T KAP1 phos: 5%; TSHR antagonist: 5; Giardia kill: -5; GALK inhibitor: 1%

How did CN(C)C(=O)N1CCNCC1 do in these assays?
CXXC DNA block: 2%; Coupling enz: 0; BCR signal inh: inconclusive; KCNH2 WT inh: -13; Tb PFK inh: 0%; A-T KAP1 phos: -4%[11.5 µM]; TSHR antagonist: -7; TCR act: -1%; Giardia kill: 6; GALK inhibitor: 0%

Results for O=C(CCCn1cnc([N+](=O)[O-])n1)Nc1cc(Cl)ccc1O ?
CXXC DNA block: -3%; Coupling enz: -7; BCR signal inh: -13%; KCNH2 WT inh: -3; Tb PFK inh: -4%; A-T KAP1 phos: 4%; TSHR antagonist: 14; TCR act: -1%; Giardia kill: -5; GALK inhibitor: 4%

How did COc1cccc2c1C(=O)C[C@]1(CCCC[C@@H]1C)O2 do in these assays?
BCR signal inh: -2%; KCNH2 WT inh: 2; Tb PFK inh: -2%; A-T KAP1 phos: 23%; TSHR antagonist: -20; TCR act: 0%; Giardia kill: -1

What do the screens show for `Cc1oc2c(C)c3oc(=O)c4c(c3cc2c1C)CCC4`?
CXXC DNA block: 2%; Coupling enz: 3; BCR signal inh: -4%; KCNH2 WT inh: 2; Tb PFK inh: 19%; A-T KAP1 phos: 2%; TSHR antagonist: 0; TCR act: 0%; Giardia kill: -2; GALK inhibitor: 0%

How did COc1ccc(CC(=O)OCC(=O)Nc2cc(S(=O)(=O)N3CCOCC3)ccc2N2CCCC2)cc1 do in these assays?
CXXC DNA block: -6%; Coupling enz: 1; BCR signal inh: 0%; KCNH2 WT inh: 16; Tb PFK inh: -4%; A-T KAP1 phos: -3%; TSHR antagonist: 3; TCR act: 2%; Giardia kill: 11; GALK inhibitor: 8%

Results for Cc1ccc(CS(=O)(=O)c2ccccc2-c2nnc(-c3ccc(Cl)cc3)o2)cc1 ?
CXXC DNA block: 12%; Coupling enz: -3; BCR signal inh: 9%; KCNH2 WT inh: 6; Tb PFK inh: 1%; A-T KAP1 phos: 12%; TSHR antagonist: 10; TCR act: 0%; Giardia kill: -2; GALK inhibitor: 1%

Results for COC(=O)[C@@H](NC(=O)c1cc(COc2cncc(Cl)c2)on1)c1ccccc1 ?
CXXC DNA block: -10%; BCR signal inh: 2%; KCNH2 WT inh: 4; Tb PFK inh: -3%; A-T KAP1 phos: 8%; TSHR antagonist: 32; TCR act: 9%; Giardia kill: -10; GALK inhibitor: -4%

How did C=C1Cn2c(nnc2-c2ccc(Cl)cc2)S1 do in these assays?
CXXC DNA block: 1%; Coupling enz: -3; BCR signal inh: 8%; KCNH2 WT inh: -10; Tb PFK inh: 5%; A-T KAP1 phos: 11%; TSHR antagonist: 5; TCR act: 0%; Giardia kill: 2; GALK inhibitor: 0%

What do the screens show for `Cc1cc(Cl)c(S(=O)(=O)N2CCN(c3ccccc3)CC2)cc1OCC(N)=O`?
CXXC DNA block: -1%; Coupling enz: 1; BCR signal inh: -5%; KCNH2 WT inh: 8; Tb PFK inh: -2%; A-T KAP1 phos: 0%; TSHR antagonist: 4; TCR act: -2%[46.1 µM]; Giardia kill: -2; GALK inhibitor: 1%

What do the screens show for `COc1ccc(NC(=O)CC(C(=O)O)N2CCCCC2)cc1` (stereo not drawn)?
CXXC DNA block: 5%; Coupling enz: -1; BCR signal inh: inconclusive; KCNH2 WT inh: 0; Tb PFK inh: 0%; A-T KAP1 phos: 3%; TSHR antagonist: 9; TCR act: -4%; Giardia kill: -19; GALK inhibitor: -6%

What do the screens show for `CN(c1ccc(C(=O)NCc2ccco2)cc1)S(C)(=O)=O`?
CXXC DNA block: 0%; Coupling enz: 0; BCR signal inh: 1%; KCNH2 WT inh: -1; Tb PFK inh: 0%; A-T KAP1 phos: 7%; TSHR antagonist: 8; TCR act: 0%; Giardia kill: -1; GALK inhibitor: 0%

Results for C=CCn1cc(F)c(=O)n(CC=C)c1=O ?
CXXC DNA block: 13%; Coupling enz: -4; BCR signal inh: 1%; KCNH2 WT inh: -3; Tb PFK inh: -1%; A-T KAP1 phos: 0%; TSHR antagonist: -1; TCR act: -3%; Giardia kill: -19; GALK inhibitor: 3%

Results for CCc1nnc(NS(=O)(=O)c2ccc(NC(=O)/C=C/C(=O)O)cc2)s1 ?
CXXC DNA block: -25%; Coupling enz: 11; BCR signal inh: 1%; KCNH2 WT inh: -23; Tb PFK inh: -1%; A-T KAP1 phos: 4%; TSHR antagonist: 1; TCR act: -35%; Giardia kill: 14; GALK inhibitor: 10%

What do the screens show for `CCOC(=O)/C=C/C(=O)Nc1nccs1`?
CXXC DNA block: -3%; Coupling enz: 3; BCR signal inh: inconclusive; KCNH2 WT inh: 4; Tb PFK inh: -2%; A-T KAP1 phos: 15%; TSHR antagonist: 3; TCR act: 1%[46.1 µM]; Giardia kill: 16; GALK inhibitor: 0%

Results for CCCCN(CCCC)/C(N)=N/c1nc(C)cc(C)n1 ?
CXXC DNA block: inconclusive; Coupling enz: 2; BCR signal inh: inconclusive; KCNH2 WT inh: 17; Tb PFK inh: -3%; A-T KAP1 phos: -5%; TSHR antagonist: 15; TCR act: 13%; Giardia kill: -12; GALK inhibitor: 1%

Results for COc1ccc(S(=O)(=O)Nc2c(C(=O)O)[nH]c3ccccc23)cc1OC ?
CXXC DNA block: 10%; Coupling enz: 16; BCR signal inh: 7%; KCNH2 WT inh: 10; Tb PFK inh: 6%; A-T KAP1 phos: 3%; TSHR antagonist: 1; TCR act: -2%[46.1 µM]; Giardia kill: 10

Results for N#CCSc1nnc2sc3ccccc3n12 ?
CXXC DNA block: -9%; Coupling enz: 1; BCR signal inh: -14%; KCNH2 WT inh: -6; Tb PFK inh: -11%; A-T KAP1 phos: 4%; TSHR antagonist: 13; TCR act: -4%; Giardia kill: -7; GALK inhibitor: 2%

What do the screens show for `O=C(O)c1cccc(NS(=O)(=O)c2ccc(C3CCCCC3)cc2)c1`?
CXXC DNA block: 5%; Coupling enz: 13; BCR signal inh: -1%; KCNH2 WT inh: -7; Tb PFK inh: 4%; A-T KAP1 phos: 3%; TSHR antagonist: -22; TCR act: -5%; Giardia kill: 0; GALK inhibitor: -5%

What do the screens show for `CC1CCCCC1NC(=O)C1CCN(S(=O)(=O)N2CCC3(CC2)OCCO3)CC1` (stereo not drawn)?
CXXC DNA block: 9%; Coupling enz: 7; BCR signal inh: -4%; KCNH2 WT inh: -13; Tb PFK inh: 2%; A-T KAP1 phos: -11%; TSHR antagonist: 12; TCR act: 3%; Giardia kill: -6; GALK inhibitor: -2%

What do the screens show for `C/C(CC(=O)NC(C)C)=N\NC(=O)COc1cc(C)c(Br)cc1Br`?
CXXC DNA block: 14%; Coupling enz: -1; BCR signal inh: -3%; KCNH2 WT inh: 1; Tb PFK inh: 0%; A-T KAP1 phos: 22%; TSHR antagonist: -13; TCR act: 3%[46.1 µM]; Giardia kill: 4; GALK inhibitor: -3%

What do the screens show for `CCOc1ccc(NC(=O)Cn2nnc(-c3ccccc3NC(=O)c3cccs3)n2)cc1`?
CXXC DNA block: 27%; Coupling enz: 1; BCR signal inh: inconclusive; KCNH2 WT inh: 14; Tb PFK inh: -2%; TSHR antagonist: 21; TCR act: 3%; Giardia kill: -2; GALK inhibitor: 3%

How did CC(C)C(=O)Nc1c2c(nc3ccccc13)N(C)CC2 do in these assays?
CXXC DNA block: 6%; Coupling enz: -2; BCR signal inh: 1%; KCNH2 WT inh: 5; Tb PFK inh: 6%; A-T KAP1 phos: 5%; TSHR antagonist: 10; TCR act: -6%; Giardia kill: 10; GALK inhibitor: 1%

How did CC(CC(=O)Nc1ccc(Br)cc1F)S(=O)(=O)c1ccc2c(c1)NC(=O)CO2 (stereo not drawn) do in these assays?
CXXC DNA block: 4%; BCR signal inh: 1%; KCNH2 WT inh: 1; Tb PFK inh: 1%; A-T KAP1 phos: -5%; TSHR antagonist: 4; TCR act: 1%; Giardia kill: -1; GALK inhibitor: -3%

How did O=C(Cc1ccc([N+](=O)[O-])cc1)NC1CCCCCC1 do in these assays?
CXXC DNA block: -10%; Coupling enz: 5; BCR signal inh: inconclusive; KCNH2 WT inh: 9; Tb PFK inh: -12%; A-T KAP1 phos: -8%; TSHR antagonist: -1; TCR act: -4%; Giardia kill: 6
